Hep lipid drop – modulators of hepatic lipid droplet formation | hit rate 0.4% among 240,000 | AML12 mouse hepatocytes, oleate lipid droplets, BODIPY imaging | inhibition, % at 6.5 µM;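 active = lipid droplet intensity inhibited by at least 50%, with more than 500 cells counted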
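Assay system: AML12 mouse liver cells | Compound dosing: One dose, 6.5 µM compound | Read-out basis: Droplet intensity reduction, % inhibition | Measured by: Fluorescence imaging, 20x objective, two fields per well | Schedule: Overnight treatment with compound plus oleate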
CSM14.1 death rescue – rescue of cells from ER stress-induced death, primary screen, 384-well, CSM14.1, thapsigargin, ATP luminescence (AID 1222); CSM14.1 thapsigargin-induced death rescue, ATP luminescence; higher % means a stronger effect; one-dose cellular ATP content (survival), % at 20 µM; EC50 in µM for titrated hits; 190,000 tested, under 10 active;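 active = EC50 below 50 µM in the dose-response confirmation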;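 note: death triggered by thapsigargin at about 15 µM added after 2 h compound pretreatment; cell ATP read after overnight thapsigargin exposure of roughly 18 to 22 hours; normalized against plate controls of thapsigargin alone and 5% DMSO vehicle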
Hep lipid drop cells 6.5 µM – second read-out of Hep lipid drop, no call of its own (marks repeat the call); cell count; measured here: cell count, cytotoxicity flag;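 cells counted across two imaged fields per well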
Active calls of the source: *; . = not tested or not shown. Only part of the results is shown; count on the stated rates, not on these rows.

Results follow in this order: Hep lipid drop | Hep lipid drop cells 6.5 µM | CSM14.1 death rescue
> CCN(CC)CCCN1C(=O)C(O)=C(C(=O)c2ccco2)C1c1cc(OC)ccc1OC (stereo not drawn)
 : . | . | 1.4%
> Cn1ccc(C(=O)Nc2cccnc2Cl)n1
 : -1.8 | 863 | .
> O=C(Nc1nncs1)c1ccc(F)c(S(=O)(=O)N2CCCCC2)c1
 : 4.7 | 835 | .
> O=CN1CCN(C(=S)NC(=O)c2ccc(Cl)cc2)CC1
 : -1.0 | 861 | .
> COc1ccc(N(C(=O)c2ccco2)C(C(=O)NC2CCCC2)c2ccc(C)cc2)c(OC)c1 (stereo not drawn)
 : -23.9 | 726 | .
> COc1cccc(CN2CC(C(=O)NCc3ccc(C)o3)CCC2=O)c1 (stereo not drawn)
 : -0.6 | 719 | .
> CN(C)S(=O)(=O)c1ccc(Cl)c(NC(=O)CN2CCN(c3ccccn3)CC2)c1
 : -2.3 | 780 | .
> COc1ccccc1NC(=O)CN1CCN(CC(=O)Nc2ccc(F)cc2F)CC1
 : -0.1 | 809 | .
> Cc1ccc(-c2nnn(CC(=O)N(CC(=O)NC3CCCCC3)c3ccccc3F)n2)o1
 : -18.5 | 729 | .
> O=C(NCc1ccco1)c1cccc(S(=O)(=O)N2CCCC2)c1
 : -65.5 | 777 | .
> CCOc1ccc(CN2CCNC(=O)C2CC(=O)NCc2csc(C(C)C)n2)cc1 (stereo not drawn)
 : -0.6 | 657 | .
> COc1cc(CN2CCNC(=O)C2CC(=O)N(C)CCN2CCOCC2)cc(OC)c1 (stereo not drawn)
 : 4.8 | 738 | .
> Cc1cccc(NC2CCCCC2NS(=O)(=O)c2ccccc2)c1 (stereo not drawn)
 : 6.2 | 649 | .
> Cc1cc(OCCn2nc(C(=O)O)c3ccccc3c2=O)ccc1C(C)C
 : 1.9 | 783 | .
> O=C(CSc1nnc(-c2ccccc2O)o1)N1CCOCC1
 : -17.1 | 756 | .
> COc1ccc(N(C(=O)c2snc(C(N)=O)c2N)C(C(=O)NC2CCCC2)c2ccco2)cc1OC (stereo not drawn)
 : -4.3 | 791 | .
> Cc1ccc(CN(C)C(=O)C2CCC(=O)N(CCc3ccccc3)C2)o1 (stereo not drawn)
 : -10.3 | 633 | .
> CC(C)C(=O)N1CCN(CCN2C(=O)c3cccc4cccc(c34)C2=O)CC1
 : -0.1 | 815 | .
> O=C(CNC(=O)C1CCCCC1)OCC(=O)c1ccc(Br)cc1
 : -1.8 | 796 | .
> O=C(Nc1ccc(Cl)cn1)c1cccc(S(=O)(=O)N2CCCCC2)c1
 : -10.7 | 810 | .
> O=C(C1CCC(=O)N(C2CC2)C1)N1CCC(Oc2cccc(C(F)(F)F)c2)CC1 (stereo not drawn)
 : -9.2 | 670 | .
> O=C(O)c1ccc(NS(=O)(=O)c2cccc(C(=O)Nc3ccccc3[N+](=O)[O-])c2)cc1
 : 2.6 | 832 | .
> O=c1c2cn(Cc3ccc(F)cc3)c3ccccc3c-2nn1Cc1ccc(F)cc1
 : -13.4 | 829 | .
> CCN(CC)S(=O)(=O)c1ccc(N2CCN(S(=O)(=O)c3ccccc3)CC2)nc1
 : -9.8 | 740 | .
> COc1cccc(CN2CC(C(=O)NCc3ccc(Cl)s3)CCC2=O)c1 (stereo not drawn)
 : -0.6 | 701 | .
> CC/C(Cc1ccccc1)=N/NC(=O)CNC(=O)c1ccc(Cl)cc1Cl
 : -7.3 | 844 | .
> COc1ccc(NC(=O)c2ccccc2Cl)c(NC(=O)c2ccco2)c1
 : -16.3 | 729 | .
> CCN(CC)C(=O)CSc1nc2c(sc(=S)n2-c2ccccc2)c(=O)n1-c1ccccc1OC
 : -30.8 | 796 | .
> CCC(=O)N1CCc2cc(S(=O)(=O)N(C)c3ccc(Br)cc3)ccc21
 : -12.6 | 739 | .
> CCC(NC(=O)c1cc(COc2ccc(F)cc2Cl)on1)c1ccncc1 (stereo not drawn)
 : 1.0 | 861 | .
> COc1cccc(CC(NC(C)=O)C(=O)NC2CCN(C(=O)C3CCCCC3)CC2)c1OC (stereo not drawn)
 : 7.7 | 748 | .
> CC(=O)c1cccc(NC(=O)CSc2nnnn2C2CCCC2)c1
 : -3.2 | 723 | .
> COc1ccc(C2=NN(C(=O)CCC(=O)O)C(c3ccccc3)C2)cc1 (stereo not drawn)
 : 14.7 | 837 | .
> COc1ccc(S(=O)(=O)N(CC(=O)N2CCN(C)CC2)c2ccc(C)cc2)cc1Br
 : -1.8 | 885 | .
> COc1ccc(CCN(C(=O)c2snc(C(N)=O)c2N)C(C(=O)NCC2CCCO2)c2ccc(F)cc2)cc1OC (stereo not drawn)
 : -3.2 | 751 | .
> CCCCn1c(=O)c2c(nc3n2CCCN3Cc2ccccc2)n(C)c1=O
 : -76.2 | 781 | .
> O=C(NCc1cccnc1)c1cc(S(=O)(=O)N2CCCC2)c(Cl)cc1Cl
 : -3.2 | 739 | .
> NC(=O)c1nsc(C(=O)N(Cc2ccc(F)cc2)C(C(=O)NCC2CCCO2)c2ccc(O)cc2)c1N (stereo not drawn)
 : -3.2 | 726 | .
> C=Cc1ccc(C(=O)N2CCCC(Nc3ccc4c(c3)OCCO4)C2)cc1 (stereo not drawn)
 : -1.8 | 837 | .
> COc1cc(/C=C2/C(=O)N(c3ccc(Br)cc3)N=C2C)cc(OC)c1OC
 : 22.8 | 855 | .
> O=S(=O)(NCC1CCN(c2ccc(S(=O)(=O)N3CCOCC3)cc2)CC1)c1ccccc1
 : -3.2 | 793 | .
> COc1ccc(CN2CCNC(=O)C2CC(=O)NCC2CCOCC2)cc1C (stereo not drawn)
 : 9.6 | 658 | .
> Cc1nn(C)c(C(=O)NNC(=S)NCc2ccccc2)c1Cl
 : 3.5 | 893 | .
> Cc1ccc(S(=O)(=O)N2C(=O)[C@@H]3Cc4ccccc4CN3C2=O)cc1
 : -0.1 | 788 | .
> Cc1ccc2oc(C(=O)N(Cc3ccccc3)C3CCS(=O)(=O)C3)c(C)c2c1 (stereo not drawn)
 : -5.7 | 825 | .
> Cc1ccc2c(C)c(C(=O)N3CCCC(C(N)=O)C3)oc2c1C (stereo not drawn)
 : -0.9 | 830 | .
> CCOc1ccc(S(=O)(=O)N2CCN(S(=O)(=O)c3ccc(C)c(C)c3)CC2)cc1
 : 8.3 | 809 | .
> Cc1ccc(NC(=O)C2CC(O)CN2C(=O)OCc2ccccc2)cc1C (stereo not drawn)
 : -3.9 | 871 | .
> O=C(c1ccc(Cn2cc([N+](=O)[O-])cn2)o1)N1CCCC1
 : -16.6 | 837 | .
> Cc1ccc(NC2CCCN(C(=O)CCC(=O)c3ccccc3)C2)cc1C (stereo not drawn)
 : -5.6 | 674 | .
> Cc1ccc(S(=O)(=O)N(C)CC(=O)N2CCC(C(N)=O)CC2)cc1
 : -3.2 | 798 | .
> CC(=O)NCCC(=O)Nc1nc(-c2ccc3ccccc3c2)cs1
 : 7.1 | 766 | .
> COc1ccc(NC(=O)CSc2nnnn2C2CCCC2)c(OC)c1
 : -19.9 | 782 | .
> Cc1c([N+](=O)[O-])c(C(=O)NC2CCCC2)nn1C
 : 9.1 | 878 | .
> CCOC(=O)c1cnc(N2CCN(c3ccccc3)CC2)[nH]c1=O
 : 33.1 | 855 | .
> CCc1cc(C(=O)N2CCCC(C(=O)c3ccc(C(F)(F)F)cc3)C2)n(C)n1 (stereo not drawn)
 : 0.8 | 699 | .
> COc1ccc(CNC(=O)CN2CCC(NC(=O)c3ccc(OC)cc3)CC2)cc1
 : 25.7 | 789 | .
> O=C(N/N=C1/CC2C=CCC12)c1cccs1 (stereo not drawn)
 : 7.0 | 891 | .
> Cc1ccccc1NC(=S)NNC(=O)c1ccco1
 : 7.1 | 883 | .
> CCn1cc(C(=O)NCCc2ccc(Cl)cc2)c(=O)c2ccc(C)nc21
 : -0.1 | 815 | .

Single records, as listed above.
O=C(Nc1nncs1)c1ccc(F)c(S(=O)(=O)N2CCCCC2)c1 in the list: Hep lipid drop = 4.7; Hep lipid drop cells 6.5 µM = 835; CSM14.1 death rescue = .
COc1ccc(NC(=O)CSc2nnnn2C2CCCC2)c(OC)c1 in the list: Hep lipid drop = -19.9; Hep lipid drop cells 6.5 µM = 782; CSM14.1 death rescue = .

Among those listed so far, eleven contain a Cl atom.
Results follow in this order: Hep lipid drop | Hep lipid drop cells 6.5 µM | CSM14.1 death rescue
> Cn1ccc(C(=O)Nc2cccnc2Cl)n1
 : -1.8 | 863 | .
> O=CN1CCN(C(=S)NC(=O)c2ccc(Cl)cc2)CC1
 : -1.0 | 861 | .
> CN(C)S(=O)(=O)c1ccc(Cl)c(NC(=O)CN2CCN(c3ccccn3)CC2)c1
 : -2.3 | 780 | .
> O=C(Nc1ccc(Cl)cn1)c1cccc(S(=O)(=O)N2CCCCC2)c1
 : -10.7 | 810 | .
> COc1cccc(CN2CC(C(=O)NCc3ccc(Cl)s3)CCC2=O)c1 (stereo not drawn)
 : -0.6 | 701 | .
> CC/C(Cc1ccccc1)=N/NC(=O)CNC(=O)c1ccc(Cl)cc1Cl
 : -7.3 | 844 | .
> COc1ccc(NC(=O)c2ccccc2Cl)c(NC(=O)c2ccco2)c1
 : -16.3 | 729 | .
> CCC(NC(=O)c1cc(COc2ccc(F)cc2Cl)on1)c1ccncc1 (stereo not drawn)
 : 1.0 | 861 | .
> O=C(NCc1cccnc1)c1cc(S(=O)(=O)N2CCCC2)c(Cl)cc1Cl
 : -3.2 | 739 | .
> Cc1nn(C)c(C(=O)NNC(=S)NCc2ccccc2)c1Cl
 : 3.5 | 893 | .
> CCn1cc(C(=O)NCCc2ccc(Cl)cc2)c(=O)c2ccc(C)nc21
 : -0.1 | 815 | .

From PubChem
